EP2 modulator – modulators of human EP2 prostaglandin E2 receptor. P43116. EP2-expressing cells, cAMP HTRF FRET, PGE2 co-stimulation. induction, % at 25 µM. actives 0.83% (n = 260,000);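 active = compounds whose cAMP rise, as percent of the full-agonist control response, exceeds 60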;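 also: rat C6 glioma line stably carrying human EP2 under a CMV promoter; the protocol text gives 20 µM as final concentration; 100% = response of wells given 1 µM PGE2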
zfTRPN1 agonist – zebrafish TRPN1 (NompC) channel agonism; HEK293 zebrafish TRPN1-YFP, Fluo-8 calcium fluorescence; 100% = response to 87 µM carbachol; activation, % at 3 µM; actives 0.18% (n = 220,000); AID 1424;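 active = activation above its plate's cutoff, the mean activation of test wells on that plate plus 3 SD, cut at about 19% in these data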;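 also: 0% = DMSO alone and 100% = 87 µM carbachol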
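Material: zebrafish TRPN1-YFP in HEK293 cells. Doses: one dose of 3 µM, 0.3% DMSO. Incubation: dye 1 h 37 °C plus 30 min RT. Measured by: intracellular calcium fluorescence with Fluo-8.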
S1P4 antag – antagonists of human S1P4 receptor; inhibition, % at 4.98 µM; actives 0.26% (n = 220,000); O95977; S1P4-expressing cells, antagonist mode, reporter read-out; in the data active = inhibition above about 29%;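 also: 0% = wells stimulated with agonist and 100% = vehicle wells without agonist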
BaF3 parental – counter-screen for JAK2V617F inhibitors: parental Ba/F3 viability inhibitors; CellTiter-Glo ATP luminescence; inhibition, % at 5.6 µM; actives 1.1% (n = 220,000); AID 1486;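 active = inhibition above a per-campaign cutoff, the mean inhibition of all tested compounds plus 3 SD, cut at about 27% in these data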;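 also: 0% = DMSO wells and 100% = JAK Inhibitor I control wells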
S1P4 ag – agonists of human S1P4 receptor; O95977; S1P4-expressing cell line, agonist reporter assay; activation, % at 4.98 µM; actives 0.35% (n = 220,000); AID 1509; in the data active = activation above about 11%;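 also: 0% = DMSO vehicle and 100% = reference agonist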
m-calpain inh – inhibitors of pig calpain II. inhibition, % at 16 µM. purified calpain II, fluorogenic peptide substrate, 30 min. actives 0.37% (n = 220,000). AID 1236;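 active = inhibition above about 50%, limit read from the data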
PERK inh – inhibitors of human PERK kinase | Q9NZJ5 | CHO PERK-DD fusion, SEAP luminescence translation reporter | inhibition, % at 5.6 µM | actives 0.17% (n = 220,000);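 active = inhibition above the mean inhibition of all tested compounds plus 3 SD, set separately per screening campaign, cut at about 2.9% in these data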;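 also: PERK kinase domain activated by AP20187 dimerizer at 100 nM; 0% = DMSO with dimerizer and 100% = rapamycin at 8.4 µM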
TRPML3 agonist – agonists of human TRPML3 channel | Q8TDD5 | HEK293 TRPML3-YFP, Fluo-8 calcium fluorescence; 100% = the carbachol control signal | activation, % at 3 µM | actives 0.29% (n = 220,000);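 active = activation above its plate's cutoff, the mean activation of the plate's test wells plus 3 SD, cut at about 12% in these data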;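 also: 0% = DMSO only wells and 100% = carbachol wells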
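Test system – HEK293 line with stable expression of human TRPML3-YFP channel · Control set – carbachol 87 µM final as high control (100%), DMSO as low control (0%) · Signal – Fluo-8 calcium dye fluorescence, ex 470-495, em 515-575 nm · Incubation – 1-h 37 °C dye load, 5-s basal, 120-s post-compound reads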
Ba/F3 V617F tox – loss of viability in JAK2V617F-driven Ba/F3 cells; Ba/F3 EpoR-JAK2V617F viability, ATP luminescence; inhibition, % at 5.6 µM; actives 1.1% (n = 220,000); AID 1446;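 active = inhibition above the campaign mean plus 3 SD over all tested compounds, cut at about 24% in these data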;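 also: cytokine-independent growth of Ba/F3 cells driven by EpoR plus mutant JAK2; 0% = DMSO-treated cells and 100% = JAK inhibitor I control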
An asterisk follows results filed as active; i = inactive; & = joins results of further samples.

compound,S1P4 antag,BaF3 parental,EP2 modulator,S1P4 ag,PERK inh,zfTRPN1 agonist,Ba/F3 V617F tox,TRPML3 agonist,m-calpain inh
Cn1ncc2c(Nc3cccc(Cl)c3)nc(Nc3cccc(Cl)c3)nc21,7,1,2&32,2.4,-1.0,-1.0,2,0.0,-15
O=C(Nc1ccc2c(c1)C(=O)OC2)Nc1cccc2ccccc12,-13,6,-14,-1.2,1.6,0.2,0,0.6,-32
S=c1nc2ccccc2c2nc(-c3ccccc3)[nH]n12,-8,5,-15,0.3,0.1,1.4,0,0.2,18
O=C(O)CSc1c2c(nc3cc(C(=O)N4CCOCC4)ccc13)CCCC2,-15,3,43,0.9,-0.1,1.1,0,0.8,-3
N#Cc1c(N(CCO)CCO)nc(N)c2c(N)nc3c(c12)CC(=O)N3CC1CCCO1 (configuration not stated),-5,-1,10,0.6,1.5,1.6,-3,1.1,-305
O=C(CSCC(=O)c1ccccc1)Nc1ccccc1Cl,-10,-1,-6,2.1,1.0,0.0,-2,-0.8,-20
CCOc1ccc(N(CC(=O)NC(C)(C)C)C(=O)c2ccco2)cc1,-18,4,18,0.3,0.3,-0.3,3,-1.2,-25
CCOC(=O)C1CCCN(c2oc(-c3ccc(F)cc3)nc2C#N)C1 (configuration not stated),-9,8,-19,0.1,-0.7,-1.0,3,-0.5,-355

compound,S1P4 antag,BaF3 parental,EP2 modulator,S1P4 ag,PERK inh,zfTRPN1 agonist,Ba/F3 V617F tox,TRPML3 agonist,m-calpain inh
CCOC(=O)C(=CNc1ccc2c(c1)c1ccccc1n2CC)C(=O)OCC,-6,0,39,0.4,-0.6,0.8,-4,-0.8,-1
Nc1nnnn1/N=C/c1cc([N+](=O)[O-])ccc1O,2,-5,-34,-0.5,1.1,1.4,2,1.1,-5
CCCCC1(C)OC(=O)C(=Cc2ccc(-c3ccc(Cl)c(C(=O)O)c3)o2)C(=O)O1 (configuration not stated),2,-2,-2,0.8,1.6,-0.8,-1,-0.6,9
COC(=O)C(C)(C)NC(=O)c1cccs1,-2,-1,0,2.5,0.8,2.7,-3,1.3,-15
COc1ccc(NC(=O)Cc2c(Cl)cccc2Cl)cn1,-1,2,35,3.5,0.7,0.1,-4,0.5,-8
Cc1ccc(/C=N/N2CCN(Cc3ccc(C)cc3)CC2)cc1,5,-3,-42,1.9,2.1,0.9,0,0.3,6
CCn1c(CNC(=O)c2ccco2)nnc1SCC(=O)Nc1ccc(Br)cc1F,12,0,32,2.9,0.2,0.5,-2,-0.2,-3
CCOC(=O)c1ccc(NC=C2C(=O)OC3(CCCCC3)OC2=O)cc1,-13,-2,-4,-0.1,0.2,-0.5,-6,0.9,-181

compound,S1P4 antag,BaF3 parental,EP2 modulator,S1P4 ag,PERK inh,zfTRPN1 agonist,Ba/F3 V617F tox,TRPML3 agonist,m-calpain inh
Cc1cc(/C=C2/NC(=O)NC2=O)c(C)n1C,5,0,5,0.1,0.1,0.7,3,0.7,-43
CC(=O)c1ccc(N2CCN(C(=S)Nc3cccc(F)c3)CC2)cc1,8,30*,-42,-1.5,0.6,4.1,41*,1.9,-37
Cc1ccc(CCNc2ccccc2)c[n+]1[O-],-23,2,22,-1.7,-0.4,-0.2,-3,0.3,-30
CCOC(=O)/C=C/C(=O)OCC(=O)Nc1ccc(Cl)cc1Cl,-5,13,-5,-0.2,0.4,1.8,4,0.7,-13
Cc1cccc(/C=N/NC(=O)NC23CC4CC(CC(C4)C2)C3)n1,8,-3,-49,-1.2,0.0,-0.2,7,-0.1,24
CC12CN3CC(C)(CN(C1)C3c1ccc([N+](=O)[O-])o1)C2 (configuration not stated),0,-8,11,-0.6,1.8,2.0,-5,0.5,-2
O=C(NCc1ccco1)c1cccn2c(=O)c3c4c(sc3nc12)CCCC4,14,-2,39,-2.2,-0.3,0.5,-6,-0.1,5
Cc1occc1-c1nnc(SCC(=O)N2CCOCC2)o1,-6,10,19,1.4,-0.1,0.6,4,0.4,-8

compound,S1P4 antag,BaF3 parental,EP2 modulator,S1P4 ag,PERK inh,zfTRPN1 agonist,Ba/F3 V617F tox,TRPML3 agonist,m-calpain inh
O=C1c2ccccc2C(=O)N1CCCCSc1nnc2c(Cl)cc(Cl)cn12,15,4,-2,-0.9,-1.2,-0.5,2,0.0,3
CN(C)NC(=O)C12CCC(C)(C(=O)O1)C2(C)C (configuration not stated),-18,3,20,0.6,0.0,1.3,5,0.3,-8
O=[N+]([O-])c1cccc(-c2ccc(C(=S)N3CCN(c4ccc(F)cc4)CC3)o2)c1,0,8,-78,1.2,-0.2,0.3,4,-0.7,-4
N/C(=N\OC(=O)c1cccc(Cl)c1)c1ccncc1,12,10,-40,-0.8,1.2,0.4,2,-0.7,18
COC(C(=O)N/N=C(\C)CC(=O)Nc1ccc(Cl)cc1C)c1ccccc1 (configuration not stated),-2,4,-3,-0.2,0.6,-0.3,0,-0.5,-20
CCc1nc(SCc2ccccn2)c2c(=O)n(C)c(=O)n(C)c2n1,-19,3,35,0.3,0.5,0.8,-5,0.0,14
CCCOc1ccc(N2C(=O)CC(N3CCN(CCN=CC4=C(O)CC(C)(C)CC4=O)CC3)C2=O)cc1 (configuration not stated),-14,1,20,0.5,0.3,-0.2,-2,0.3,-1
Cc1nn(-c2ccc(Cl)cc2)c(NC(=O)C(C)C)c(-c2ccccc2)c1=O,16,-1,-2,-3.9,0.0,1.2,0,0.2,1

compound,S1P4 antag,BaF3 parental,EP2 modulator,S1P4 ag,PERK inh,zfTRPN1 agonist,Ba/F3 V617F tox,TRPML3 agonist,m-calpain inh
COc1cc(N2C(=O)CSC23C(=O)Nc2ccccc23)cc(OC)c1OC (configuration not stated),8,4,33,0.1,0.5,-0.1,-2,0.2,-7
Cc1cccc(Cn2nc(C)c(NC(=O)c3ccc(F)cc3)c2C)c1,-19,6,-20,3.4,0.0,-1.5,0,-0.8,-20
COc1ccc(-c2cc3nc(-c4ccccc4)cc(N4CCC5(CC4)OCCO5)n3n2)cc1,-39,0,30,0.9,-2.0,0.5,2,1.4,i
Cc1cccc(NC(=O)c2sc3nc4c(c(-c5ccco5)c3c2N)CCC4)c1,-4,3,15,-1.0,-0.5,-2.5,-6,-0.2,-447
COc1ccc(-n2c(SC)nc(O)c(Cc3ccccc3)c2=O)cc1,-2,2,20,1.4,1.2,-0.4,-4,-0.1,1
CCC(C(=O)NC1CCCC1)N(Cc1ccc2c(c1)OCO2)C(=O)c1snc(C(N)=O)c1N (configuration not stated),-11,5,24,-1.7,-0.3,-0.7,0,0.3,-74
O=[N+]([O-])c1ccc(NC2CCN(Cc3ccccc3)CC2)c([N+](=O)[O-])c1,-5,2,-5,-1.2,-0.2,-1.1,3,1.4,18
O=C(Nc1ccc(F)cc1)Oc1ccccc1N1CCOCC1,0,-2,2,-1.0,0.7,1.2,-4,0.8,1

compound,S1P4 antag,BaF3 parental,EP2 modulator,S1P4 ag,PERK inh,zfTRPN1 agonist,Ba/F3 V617F tox,TRPML3 agonist,m-calpain inh
CC12CCC(C(=O)N(NC(=O)c3cc(Cl)ccc3O)C1=O)C2(C)C (configuration not stated),-7,7,7,1.0,0.1,-0.4,2,1.0,i
O=C(c1cccnc1)N1C2CCC1CC(O)(c1ccc(F)cc1)C2 (configuration not stated),-1,0,18,-0.9,1.6,0.6,1,-0.5,-11
Cc1cc(S(=O)(=O)N2CC(=O)N(CCc3ccccc3)C(=O)C2)ccc1F,-16,7,-34,0.2,0.8,0.8,2,-0.6,16
Fc1ccc(-n2ncc3c(SCc4cccnc4)ncnc32)cc1,-7,4,-8,0.8,1.8,1.5,-1,1.4,20
COc1cc(/C=N/NC(=O)c2cnccn2)cc(OC)c1OC,-11,9,-5,-0.3,0.8,0.1,1,0.9,1
O=C(NCc1ccc2c(c1)OCO2)Nc1ccc2ccccc2c1,10,2,-35,0.4,1.8,1.1,-4,0.1,-2
CC[C@H](C)[C@@H](NC(=O)O[C@@H]1C(=O)c2cc(OC)ccc2O[C@H]1c1ccc(OC)c(Br)c1)C(=O)OC,13,7,33,0.3,-0.8,-0.3,0,0.2,-10
CCN(CC)c1ccc(NC(=O)/C=C\c2ccccc2Cl)cc1,1,1,11,-6.3,0.1,-1.8,0,-0.3,-11

compound,S1P4 antag,BaF3 parental,EP2 modulator,S1P4 ag,PERK inh,zfTRPN1 agonist,Ba/F3 V617F tox,TRPML3 agonist,m-calpain inh
COc1ccccc1NC(=O)CSc1nc2c(sc3ccccc32)c(=O)n1CCN(C)C,-14,-1,10,1.8,1.2,-1.1,-3,0.6,-101
Cc1ccc(S(=O)(=O)/N=C(/c2ccc(F)cc2)N2CCCC2)cc1,-4,3,21,-1.1,0.6,-1.8,-3,0.4,-33
COc1ccc(C(=O)Nc2nc(C)c(C)s2)cc1OC,-3,4,-13,1.2,-0.5,1.0,0,0.9,-1
CCc1cccc(CC)c1NC(=O)COC(=O)c1ccccc1-c1nc2ccccc2s1,-8,6,5,-0.7,0.7,0.8,-2,-0.2,11
O=C(Nc1ccc(Br)cc1)c1cccnc1N1CCCCC1,6,5,26,1.1,-0.2,0.5,-1,0.7,5
CC(C)NCCOCCOc1ccccc1F,-5,3,4,-0.7,0.2,1.6,3,0.8,16
c1ccc(Cc2nn3c(Cn4nnc5ccccc54)nnc3s2)cc1,-36,5,7,-0.8,-1.0,0.5,1,-1.0,-29
COc1ccc(-n2c(SCC(=O)NNC(=O)c3ccccc3C)nnc2-c2ccncc2)cc1,0,1,20,-0.6,0.7,0.9,-6,1.4,20

compound,S1P4 antag,BaF3 parental,EP2 modulator,S1P4 ag,PERK inh,zfTRPN1 agonist,Ba/F3 V617F tox,TRPML3 agonist,m-calpain inh
COc1ccc(OC)c(NC(=O)CN2C(=O)C3(OCCCO3)c3ccccc32)c1,-4,4,20,1.6,0.0,-1.2,-3,0.7,-2
CC(=O)Nc1nc(CC(C)C)cc(-c2ccco2)c1C#N,-8,3,19,-0.8,0.6,0.9,1,0.2,-122
CCOc1cc(N2CCOCC2)c(OCC)cc1NC(=O)CN1CCCC1,-10,1,12,0.7,0.0,-0.5,2,1.0,23
O=C(c1ccc(COc2ccccc2Cl)o1)N1CCN(Cc2ccc3c(c2)OCO3)CC1,-8&-12,6&5,-35&-53,-0.1&2.8,-0.1&-0.1,1.2&-1.1,-1&-3,-0.6&0.0,32&7

Source: PubChem
